# Assay outcomes from PubChem BioAssay.
# mIDH1 inhibitor: human IDH1 R132H inhibition; O75874; IDH1-R132H enzyme, NADPH consumption, diaphorase/resazurin fluorescence; Potency, µM (titrated, usually from 76.6 µM), inactives show at the highest dose activity change, negative = inhibition, usual class: inhibitors; 390,000 compounds, 0.093% hits; AID 602179; further: potency means the concentration at half of the fitted maximal effect; on the % scale 0 is the no-effect control and ±100 the full control effect; nearly all actives have a fitted effect of over 65% in size
# Target sequence (O75874 whole entry R132H, stated change not applied): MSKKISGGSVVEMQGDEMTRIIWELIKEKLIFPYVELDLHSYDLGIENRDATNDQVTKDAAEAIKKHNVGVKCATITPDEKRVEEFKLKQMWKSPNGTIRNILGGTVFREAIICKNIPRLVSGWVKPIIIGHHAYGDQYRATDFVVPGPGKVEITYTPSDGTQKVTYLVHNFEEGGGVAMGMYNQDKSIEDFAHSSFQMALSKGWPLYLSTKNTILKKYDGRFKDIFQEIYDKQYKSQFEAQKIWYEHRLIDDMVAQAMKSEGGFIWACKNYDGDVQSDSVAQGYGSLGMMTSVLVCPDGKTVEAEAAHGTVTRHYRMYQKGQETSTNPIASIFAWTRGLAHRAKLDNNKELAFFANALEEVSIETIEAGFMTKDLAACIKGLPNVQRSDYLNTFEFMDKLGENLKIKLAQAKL
#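 IDH1-R132H (0.5 ug/mL dispensed) in pH 7.5 Tris buffer was preincubated 30 min with compound, then given a substrate mix of 0.016 mM NADPH and 2 mM alpha-KG for 80 min at room temperature; remaining NADPH was read by diaphorase/resazurin fluorescence.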
# D2 agonist: agonists of human D2 dopamine receptor | P14416 | HEK293 T-REx D2 cells, calcium flux agonist mode | activation, % at 2 µM | 340,000 compounds, 0.53% hits | AID 485358;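 active means activation over 3 SD above normal in the single-dose calcium agonist read, cut at about 30% in these data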; further: 0% is about no effect
#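 In this primary screen, compounds producing a positive calcium signal within 180 s of addition to tetracycline-induced, force-coupled HEK293 Trex D2 cells are flagged; cells are dye-loaded with a no-wash calcium kit beforehand.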
# TrxR1 substrate: is turned over as a substrate by rat TrxR1; AID 588456; Potency, µM (titrated, usually from 114 µM), for inactives: at the top dose activity change, negative = substrate turnover; purified TrxR1 substrate turnover, NADPH consumption readout; 390,000 compounds, 0.01% hits; further: potency means the concentration at half of the fitted maximal effect; on the % scale 0 is the no-effect control and ±100 the full control effect; nearly all actives have a fitted effect of over 50% in size
# Target sequence (O89049 whole entry, looked up): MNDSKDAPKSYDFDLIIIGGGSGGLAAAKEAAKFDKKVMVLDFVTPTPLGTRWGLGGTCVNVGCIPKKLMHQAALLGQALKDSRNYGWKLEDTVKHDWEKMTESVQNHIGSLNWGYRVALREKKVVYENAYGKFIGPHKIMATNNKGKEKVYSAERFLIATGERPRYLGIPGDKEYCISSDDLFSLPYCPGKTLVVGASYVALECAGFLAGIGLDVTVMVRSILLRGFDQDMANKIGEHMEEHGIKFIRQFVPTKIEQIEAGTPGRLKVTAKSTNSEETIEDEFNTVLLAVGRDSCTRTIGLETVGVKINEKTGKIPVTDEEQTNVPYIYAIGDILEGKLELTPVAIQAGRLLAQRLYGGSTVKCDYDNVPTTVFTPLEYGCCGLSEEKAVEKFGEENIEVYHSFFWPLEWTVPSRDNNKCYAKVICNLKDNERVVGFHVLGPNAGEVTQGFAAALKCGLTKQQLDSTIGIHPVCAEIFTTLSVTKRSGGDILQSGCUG
#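 Rat TrxR1, dispensed at 90 nM, was prereduced with 400 uM NADPH (final) for 5 min at ~22 deg C, then incubated with compound 15 min before 400 uM selenite. A first-read NADPH fluorescence drop versus no-compound background flagged substrates.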
# Pin1 inhibitor: inhibitors of human Pin1 | Pin1 FP peptide displacement, HiFluor488, 10 min | Potency, µM (series often up to 115 µM), inactives show top-dose activity, negative = inhibition, actives largely listed as inhibitors | 390,000 compounds, 0.009% hits; active means well fitted inhibition curve with a large enough effect in the polarisation, with a control signal flat, not every such curve was filed as active; inconclusive means small, poorly fitted or top-dose-only effect, or effect the other way, or a change in a side signal; inactive means no such curve, though single readings can be large or run the other way; the % refers to the polarisation; further: potency means the concentration at half of the fitted maximal effect; on the % scale 0 is the no-effect control and ±100 the full control effect
# Target sequence (Q13526 whole entry, looked up): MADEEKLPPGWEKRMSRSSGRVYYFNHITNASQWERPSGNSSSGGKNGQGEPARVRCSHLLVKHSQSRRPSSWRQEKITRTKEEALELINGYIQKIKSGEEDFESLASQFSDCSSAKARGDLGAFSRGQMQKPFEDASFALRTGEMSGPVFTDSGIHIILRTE
# TrxR1 inh: inhibitors of rat thioredoxin reductase 1; Potency, µM (highest dose often 114 µM), inactives show at the top dose activity change, negative = inhibition, actives largely listed as inhibitors; 390,000 compounds, 1% hits; O89049; recombinant rTrxR1, NADPH fluorescence consumption, selenite substrate; further: potency means the concentration at half of the fitted maximal effect; on the % scale 0 is the no-effect control and ±100 the full control effect; nearly all actives have a fitted effect of over 65% in size
#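 Rat TrxR1 (90 nM in the dispensed reagent) was pre-reduced with 400 uM NADPH for 5 min at room temperature, then incubated with compound for 15 min. After 400 uM selenite was added, NADPH fluorescence (Ex 340/Em 450 nm) was followed for 8 min.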
# TRHR agonist: activates the human TRH receptor; P34981; TRHR cells, calcium flux fluo-8, FDSS agonist mode; activation, % at 2 µM; 360,000 compounds, 0.18% hits; AID 493084; in the data active means activation above about 30%; further: 0% is about no effect
#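 Fluo-8-loaded TRHR cells; 10 s baseline, compound added, kinetic Ca2+ fluorescence read 1/s, agonist mode.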
# TRHR enhancer: allosterically enhances the human TRH receptor; TRHR cells, fluo-8 calcium fluorescence, EC20 TRH enhancement; enhancement, % at 2 µM; 360,000 compounds, 0.66% hits; AID 493056; in the data active means enhancement above about 30%; further: 0% is about no effect
#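 Enhancer read-out: after compound pinning and an initial kinetic agonist-mode read, an EC20 of TRH (10 nM final) was injected and fluo-8 calcium signal (Ex 480/Em 530) followed at 1 s/cycle for 100 cycles in TRHR-expressing cells.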
# USP1 inh: USP1/UAF1 (human) deubiquitinase inhibition; 390,000 compounds, 0.23% hits; recombinant USP1/UAF1, Ub-Rhodamine cleavage fluorescence; O94782; Potency, µM (highest dose often 57.1 µM), inactives show at the highest dose activity change, negative = inhibition, actives largely listed as inhibitors; further: potency means the concentration at half of the fitted maximal effect; on the % scale 0 is the no-effect control and ±100 the full control effect; nearly all actives have a fitted effect of over 60% in size; inactives centre near -12
#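 USP1/UAF1 complex at 1 nM was preincubated with compound for 15 min at room temperature, then Ub-Rho substrate (150nM final) was added. Fluorescence (480/540 nm) was read kinetically, 6 reads every 60 seconds.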
# D2 antag: antagonists of human D2 dopamine receptor | 340,000 compounds, 2% hits | inhibition, % at 10 µM | HEK293 TREx D2 cells, calcium flux, dopamine EC80 | P14416; in the data active means inhibition above about 30%; further: 0% is about no effect
#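 Compounds are added to dye-loaded, induced HEK293 T-REx cells coupled to calcium release via D2; after a 3 min kinetic read an EC80 dopamine stimulus is given and fluorescence is recorded for 3 more min.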
# Numbers without * were called inactive; ? = inconclusive; nt = no result given; [ ] = another dose, or the depositor's remark. Unless noted, the call rests on the fitted dose curve; in most records, active means well fitted inhibition curve with a large enough effect; inconclusive means small, poorly fitted or top-dose-only effect; inactive means no such curve, though single readings can be large or run the other way. This is a subset, so the mix of outcomes need not match the whole.
SMILES,mIDH1 inhibitor,D2 agonist,TrxR1 substrate,Pin1 inhibitor,TrxR1 inh,TRHR agonist,TRHR enhancer,USP1 inh,D2 antag
O=C(CSc1nc2ccccc2n1CCc1ccccc1)c1ccc(O)c(O)c1,1.1%,1.4,9.2%[57.1 µM],nt,-6.8%[57.1 µM],0.6,-1.8,1.8%,-3.6
O=C(/C=C/c1ccccc1)NCCSCc1ccccc1Cl,2.5%,0.3,0.3%,-3.1%,5.2%,1.4,-8.4,-23.7%,-4.6
Cc1nnc(NC(=O)c2cc3ccccc3o2)s1,15.9%,-0.2,-4.8%,-6.3%,2.4%,0.2,0.5,-13.9%,18.8
CCOC(=O)C1CCN(C(=O)c2cc(S(=O)(=O)N3CCOCC3)c(Cl)cc2Cl)CC1,0.0%,-0.1,-9.1%,-3.6%,-8.3%,-0.1,9.5,-5.0%,-17.3
O=C(Nc1cnc2ccccc2c1)c1ccco1,0.0%,0.4,-5.1%,3.0%,-2.7%,0.5,2.3,-13.0%,-0.9
O=C(c1cccc(Br)c1)N1CCN(C(=O)N2CCCCC2)CC1,0.0%,5.3,4.0%,-15.0%,21.2%,-0.7,1.0,-11.7%,7.3
CCOc1cc(S(=O)(=O)NCC2CCCO2)ccc1F (centres undefined),-1.3%,0.4,-5.5%,0.5%,8.3%,0.8,-4.7,-15.3%,-0.1
COc1ccccc1/C=C(/C(=O)OCC(=O)N(C)Cc1ccccc1)c1ccccc1,6.7%,-0.2,-2.1%,6.4%,23.9%,0.9,1.9,-15.8%,0.7
O=C(C1CC(=O)N(C2CCCC2)C1)N1CCC(Cc2ccccc2)CC1 (centres undefined),-0.4%,0.9,4.4%,6.2%,-7.8%[57.1 µM],-0.8,7.5,-12.6%,-8.9
O=C(CSC(=S)N1CCCC1)NCC(=O)Nc1ccccc1Br,3.4%,-0.3,2.4%,-5.4%,14.7%,-0.3,-4.2,-10.7%,0.3
Cc1ccc(NC(=O)Cn2c(-c3ccc4c(c3)OCO4)cn(-c3ccccc3)c2=O)cc1,-17.5%,0.4,-1.2%,16.6%,15.3%,-0.1,0.6,-19.1%,nt
Cc1ccc(C(=O)NCc2ccccc2CN2CCCC2)cc1S(=O)(=O)N1CCOCC1,4.6%,-0.4,6.0%,0.1%,11.0%,-0.2,0.1,-7.4%,51.5*

# An excerpt from above in order of molar mass, largest number first:
SMILES,mIDH1 inhibitor,D2 agonist,TrxR1 substrate,Pin1 inhibitor,TrxR1 inh,TRHR agonist,TRHR enhancer,USP1 inh,D2 antag
Cc1ccc(NC(=O)Cn2c(-c3ccc4c(c3)OCO4)cn(-c3ccccc3)c2=O)cc1,-17.5%,0.4,-1.2%,16.6%,15.3%,-0.1,0.6,-19.1%,nt
COc1ccccc1/C=C(/C(=O)OCC(=O)N(C)Cc1ccccc1)c1ccccc1,6.7%,-0.2,-2.1%,6.4%,23.9%,0.9,1.9,-15.8%,0.7
Cc1nnc(NC(=O)c2cc3ccccc3o2)s1,15.9%,-0.2,-4.8%,-6.3%,2.4%,0.2,0.5,-13.9%,18.8

# The listing continues.
SMILES,mIDH1 inhibitor,D2 agonist,TrxR1 substrate,Pin1 inhibitor,TrxR1 inh,TRHR agonist,TRHR enhancer,USP1 inh,D2 antag
CCCC(C(=O)N1CCOCC1)N1C(=O)C2C3C=CC(C3)C2C1=O (centres undefined),1.7%,-2.3,5.3%,?,5.0%,-0.4,0.4,-1.5%,-1.5
O=C(Nc1ccccc1N1CCCCC1)C1CCN(S(=O)(=O)c2cccc(C(F)(F)F)c2)CC1,3.3%,nt,-1.1%,0.3%,9.9%,0.0,-3.2,-24.5%,nt
CN(C)CCCNC(=O)C(=O)NCC(c1cccs1)S(=O)(=O)c1ccc(F)cc1 (centres undefined),3.3%,0.3,1.4%[57.1 µM],-4.1%,4.0%[57.1 µM],-0.5,-4.1,-8.2%,-15.1
O=C(NCCN1CCCCC1)/C(=N\O)c1ccccc1,6.1%,0.6,1.0%,-18.7%,-0.1%,0.8,9.7,3.1%,-1.1
COc1ccc(NC(=O)/C(C#N)=C/C=C/c2ccco2)cc1,-1.5%,-0.4,-4.2%,8.1%,?,0.4,1.3,-2.3%,-3.7
O=C(N/N=C\CCc1ccccc1)c1ccco1,-2.1%,-0.7,-3.4%,-3.0%,1.0%,-0.2,20.1,-4.0%,-9.2
COc1cccc(NC(=O)N2CCCC(C(=O)Nc3ccccc3OC)C2)c1 (centres undefined),0.0%,0.1,5.7%,-11.8%,17.9%,-0.4,16.7,-14.2%,-4.7
C=CCOc1nc2c(c(=O)n(C)c(=O)n2C)n1Cc1c(Cl)cccc1Cl,17.9%,nt,4.5%,2.5%,-4.6%,-1.1,-0.8,-28.9%,nt
O=C(Nc1ccc2c(c1)OCCO2)c1ccoc1,3.7%,0.2,-19.7%[57.1 µM],0.5%,9.9%[57.1 µM],0.4,10.5,-1.4%,-2.5
Cc1ccnc(SCC(=O)c2ccc([N+](=O)[O-])cc2)n1,-0.5%,-0.8,-10.5%,5.6%,-30.4%,-0.9,0.7,-0.5%,6.0
COC(=O)c1cc(S(=O)(=O)N2CCN(c3cccc(Cl)c3)CC2)c[nH]1,7.1%,0.0,-8.7%[57.1 µM],3.7%,13.1%[57.1 µM],0.8,-4.6,-19.1%,-5.3
O=C(Cn1c(/C=C/c2ccccc2)nc2ccccc21)Nc1ccc(F)cc1,-4.3%,-0.3,32.5%[activator][57.1 µM],3.0%,5.1%[57.1 µM],0.1,-6.8,-8.9%,-0.1
Cc1ccc(C(C)C)c(OCc2ccc(C(=O)Nc3ccc(S(N)(=O)=O)cc3C)o2)c1,0.0%,0.6,-9.5%,2.2%,-10.3%,0.9,8.5,-11.1%,nt
O=C(NCc1ccccc1)Nc1cccc2ccccc12,-0.6%,-3.2,11.2%,-1.5%,24.3%,-0.2,3.1,-22.5%,7.4
COc1ccc(CNCc2cccc3ccccc23)cc1,6.1%,1.3,3.0%,-11.5%,-11.1%,1.1,51.9*,-22.1%,18.5
CCOc1ccc(C(CC(=O)O)NC(=O)CCCOc2ccc(Cl)cc2C)cc1 (centres undefined),-4.3%,-0.1,1.6%[57.1 µM],0.6%,-3.4%[57.1 µM],0.2,2.4,-7.2%,-3.0
CCc1nnc(NC(=O)c2ccc(S(=O)(=O)N3CCCC(C)C3)cc2)o1 (centres undefined),-16.6%,0.3,-1.8%,3.5%,25.7%,-0.2,2.7,-12.4%,-0.6
O=C(NC1CCCC1)C(c1ccc(O)cc1)N(CC1CCCO1)C(=O)C1COc2ccccc2O1 (centres undefined),11.4%,0.9,8.8%,0.4%,8.9%,-1.5,-8.0,8.2%,-15.6
CC(/C=C/c1ccccc1)NC(N)=O (centres undefined),0.0%,0.4,9.7%,4.0%,13.7%,-0.4,-3.3,-9.8%,-18.7
CNC(=S)NC(CC(=O)OC)c1ccc2c(c1)OCO2 (centres undefined),0.0%,0.4,3.8%,-2.6%,14.7%,1.3,-0.1,-30.3%,-5.4
CSCCC(NS(=O)(=O)c1cccc(C(F)(F)F)c1)C(=O)Nc1ccccc1N1CCCC1 (centres undefined),-6.1%,-0.3,-8.1%,?,7.0%,-0.2,-7.4,-17.6%,19.0
CCN1CCCc2cc(CN(CCN3CCOCC3)C(=O)Nc3ccc(C)c(C)c3)ccc21,-2.4%,0.5,-8.6%,-5.4%,-16.9%,-0.1,-11.5,-5.7%,9.9
Cc1cc(C)c2c(N)c(C(=O)c3ccc(Cl)cc3Cl)sc2n1,6.5%,0.3,12.7%,2.3%,5.7%,0.6,-2.6,-20.6%,3.0
O=C(CCN1CCOCC1)Nc1ccc2c(c1)CCC2,7.9%,1.7,-0.2%,-5.9%,-2.7%,0.6,-5.5,-11.8%,23.7
Cc1cc(C)[n+](-c2ccc(F)cc2)c2[nH]c(=O)[nH]c(=O)c12,1.9%,1.1,455.1%[activator][57.1 µM],4.8%,-112.5%,-0.6,2.0,-12.1%,2.9
O=C(Cn1cncn1)NCc1cc(F)ccc1F,-4.5%,-0.2,1.2%,?,23.4%,-0.7,0.7,3.7%,1.0
COc1ccc(-c2cc3ccccc3n2CC(O)CN2CCCCC2)cc1 (centres undefined),21.5%,0.6,48.6%[activator],-8.6%,38.1%[activator],0.4,2.2,-6.3%,42.9*
Cc1cccc2c(=O)cc(CSCC(=O)Nc3ccc(Cl)cc3)[nH]c12,-1.4%,-0.5,3.5%[57.1 µM],25.8%,15.3%[57.1 µM],-0.4,1.9,5.9%,nt
O=C(CCCN1C(=O)/C(=C\c2ccccc2)SC1=S)Nc1ccc(O)cc1,-10.0%,0.7,-7.3%,-4.3%,7.3%[57.1 µM],1.3,5.2,-26.1%,2.8
COc1ccc(NCc2cc3cc4c(cc3n(CC(=O)Nc3cc(C)ccc3C)c2=O)OCCO4)cc1,-16.3%,0.6,-2.2%,2.5%,13.3%,-0.3,-2.3,-33.9%,nt
COc1ccc2c(c1)C=C([C@@H]1C[C@H]3CN(c4ccccc4)C(=O)[C@]34CCCN14)CO2,-9.5%,0.4,0.2%[57.1 µM],6.9%,5.5%[57.1 µM],3.0,1.9,-9.5%,-1.2
O=C(Cc1ccccc1)Nc1c2c(nn1-c1cccc(Cl)c1)CS(=O)(=O)C2,6.7%,2.5,7.5%,-6.0%,9.8%,-0.1,2.1,-11.3%,-14.1
O=C(c1ccc(Cl)cc1)N1CCC(C(=O)N2CCN(c3ncccn3)CC2)CC1,3.0%,-1.4,-3.5%,-5.6%,3.6%,-0.9,1.8,-11.6%,-10.8
CCOC(=O)c1c(C)[nH]c(C(=O)OCC(=O)Nc2cc(C)nn2-c2ccccc2)c1C,-3.3%,-0.1,-2.4%,20.1%,3.3%,0.5,-4.4,-7.7%,-18.1
CCc1ccccc1-n1nnnc1-c1cnccc1C(F)(F)F,4.1%,0.2,3.5%,4.6%,9.8%,-1.9,3.9,-19.5%,2.4
COc1ccccc1N1CCN(S(=O)(=O)c2ccc(Cl)s2)CC1,14.2%,nt,9.7%,-5.0%,29.1%,-0.1,10.2,-12.9%,nt
O=C(Nc1ccccc1)Nc1ccncc1,-4.1%,nt,4.6%[57.1 µM],2.9%,0.2%[57.1 µM],0.1,1.5,-3.6%,nt
